WT yeast gro inh: growth inhibition of WT strain, primary screen, mitochondrial fusion inhibitor project, WT and mutant strains, chemical genetic; mitochondrial fusion phenotypic screen; AID 1362, 2008; hit rate 2.1% among 190,000; inhibition, % at 10 µM; in the data active means inhibition above about 58%; tested in S. cerevisiae
Autophagy HCS: autophagy modulators in MEF cells, primary screen, imaging, high-content, MEF GFP-LC3; MEF GFP-LC3 puncta imaging; test concentration mostly 10 µM; calls only at 10 µM (by protocol); hit rate 0.98% among 190,000; AID 463193, 2010;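 active means percentage of spot-positive cells more than 3 SD above its plate mean, without a fluorescence outlier flag or 80% toxicity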;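 further: spot-positive cell cutoff set from DMSO-treated cells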
Dynein cargo inh: inhibitors of GR-EGFP nuclear translocation, primary screen, dynein cargo transport inhibitor project, imaging, high-content, 3617.4 mouse cells; test concentration mostly 20 µM; stimulated with dexamethasone, 1 µM; stronger effect = lower value; z-score, hits read low; hit rate 0.47% among 220,000;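 active means plate z-score of nuclear minus cytoplasmic receptor signal below a set negative limit, without overly bright fluorescence or cell loss, cut at about -3.5 in these data, passing the limit was not always enough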;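 further: z-score of nuclear minus cytoplasmic ring GR-EGFP intensity difference per well; some compounds called inactive have numbers as strong as hits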
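medium = tetracycline-free induction medium containing charcoal-stripped FBS | probe or stimulus = dexamethasone, 1.0 µM final | timing = 48 h induction, then 1 h compound, then 30 min agonist, 37 °C | detection = automated 10x imaging of fixed Hoechst-stained cells | read-out basis = nuclear versus cytoplasmic GR-EGFP signal, averaged per well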
PMI inhibitors: inhibitors of human PMI, primary screen, biochemical, fluorescence intensity, coupled assay (AID 1209). Mannose-6-phosphate isomerase (Homo sapiens). purified PMI enzyme, coupled fluorescence intensity; higher % means a stronger effect. inhibition, % at 20 µM, or IC50 in µM where a hit was titrated. hit rate 0.42% among 190,000;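 further: plate controls were DMSO vehicle for no effect and wells lacking substrate for full effect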
Ins promoter up: insulin promoter activators in MIN6 cells, imaging, high-content screening, mouse beta cells. z-score at 5 µM. AID 1625, 2009. hit rate 0.3% among 190,000. MIN6 insulin promoter-GFP reporter; stronger effect = higher value;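 active means z-score above 3 at 5 µM with at least 500 cells counted in the well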
Yfh1-off respiration: enhancers of respiration in Yfh1-depleted yeast, dose response, Friedreich's ataxia, plus single-dose screen (AID 1465) | S. cerevisiae Yfh1-off respiration, WST-1 reduction, 72 h; higher fold induction means a stronger effect | one-dose fold induction at 50 µM; EC50 in µM for titrated hits | hit rate 0.074% among 220,000;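 active means fold induction of absorbance versus untreated yeast above a set limit, then at least 30% activation at any dose in follow-up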;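 further: activators that raise dye reduction in frataxin-depleted yeast; strong numbers were not always called active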
PMI inhibition: human PMI inhibitors, high substrate, primary screen, biochemical, fluorescence intensity, high mannose 6-phosphate (AID 1220); Mannose-6-phosphate isomerase (Homo sapiens); recombinant PMI enzyme, coupled fluorescence intensity; higher % means a stronger effect; inhibition, % at 20 µM; hits with a dose series show IC50 in µM; hit rate 0.66% among 190,000
bCat nuc transl: modulators of beta-catenin nuclear translocation, primary screen, imaging, HeLa cells, immunofluorescence, high-content | nuclear translocation activity, % at 5 µM | hit rate 0.3% among 190,000;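 active means nuclear translocation activity above 50% at 5 µM, with a well cell count of 50 or more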;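 further: per-cell ratio of nuclear to cytoplasmic median beta-catenin stain intensity; plate controls were DMSO negative control for no effect and GSK-3 inhibitor IX positive control for full effect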
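Test system: human HeLa cell line; Doses: 5 µM primary, 0.02–20 µM confirmation; Incubation: 24 h compound exposure, 37°C; Detection: beta-catenin immunofluorescence imaging with DAPI; Read-out: beta-catenin nuclear/cytoplasmic ratio, % activation.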
MT stabilizer: microtubule stabilizers in HeLa cells, primary screen, imaging, high-content imaging; HeLa tubulin immunostaining HCS, 24 h; share of cells brighter than vehicle mean+2SD; % tubulin-high responders, % at 10 µM; hit rate 0.83% among 200,000;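 active means plate Z-score above 3 for both tubulin-high and condensed-nucleus cell shares, with cell loss under 80%, at 10 µM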;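 further: anti alpha tubulin signal scored within the nucleus-defined area of each cell; some results filed as inactive read as strong as hits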
WT yeast gro inh mutant strain: second read-out of WT yeast gro inh, no call of its own (marks repeat the call); inhibition, %; mitochondrial fusion phenotypic screen, mutant strain inhibition
Dynein cargo inh cytoplasmic EGFP: recorded beside Dynein cargo inh, whose call it bears; z-score; measured here: cytoplasmic GR-EGFP intensity; stronger effect = higher value
Dynein cargo inh nuclear GR-EGFP: recorded beside Dynein cargo inh, whose call it bears; z-score; measured here: nuclear GR-EGFP intensity;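 lower value marks the stronger effect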
Dynein cargo inh cell count: also measured in Dynein cargo inh; calls as there; z-score; measured here: cell count per field
Ins promoter up cell count: second read-out of Ins promoter up, no call of its own (marks repeat the call); cell count; measured here: cytotoxicity, nuclei count;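 total cells summed across four imaged fields per well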
bCat nuc transl cell count 5 µM: second read-out of bCat nuc transl, no call of its own (marks repeat the call); cell count; measured here: cell count, cytotoxicity flag
MT stabilizer Hoechst-high %: further read-out of MT stabilizer, marked with its call; % Hoechst-high responders; measured here: nuclear condensation Hoechst responders;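 share of cells brighter than vehicle mean plus two SD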
MT stabilizer cytotoxicity %: recorded beside MT stabilizer, whose call it bears; toxicity, %; measured here: cytotoxicity by cell density;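 0% = mean cell density of plate MIN control wells and 100% = no cells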
Autophagy HCS cell loss 18 h: second read-out of Autophagy HCS, no call of its own (marks repeat the call); toxicity, %; measured here: cell loss, nuclei count;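 cell loss after 18 h compound exposure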
Active calls of the source: *; i = inactive; nt = not tested or not shown. Unless noted, no stated cut-off is given here; in the data, active means inhibition above about 50%; inactive means the rest.

structure,WT yeast gro inh,WT yeast gro inh mutant strain,Autophagy HCS,Autophagy HCS cell loss 18 h,Dynein cargo inh,Dynein cargo inh cytoplasmic EGFP,Dynein cargo inh nuclear GR-EGFP,Dynein cargo inh cell count,PMI inhibitors,Ins promoter up,Ins promoter up cell count,Yfh1-off respiration,PMI inhibition,bCat nuc transl,bCat nuc transl cell count 5 µM,MT stabilizer,MT stabilizer Hoechst-high %,MT stabilizer cytotoxicity %
COC(=O)c1c(NC(C)=O)sc2c1CCCCC2,0,16,i,2,-0.69,-0.13,-0.46,1.3,15%,1.2,1282,i,12%,-0.2,898,2.8,3.9,6.3
CC/C(=N\NC(=O)c1ccoc1C)c1ccc(C)o1,-2,-8,i,14,-0.012,-0.28,0.00035,0.4,10%,0.6,1239,i,16%,0.3,459,2.2,2.0,0.6
COc1ccc2nc(NNC(=O)C3COc4ccccc4O3)sc2c1 (stereo unspecified),2,-3,i,10,-0.62,-0.26,0.42,0.35,-44%,0.24,1106,nt,-51%,-3.0,581,3.5,2.3,2.1
Cc1c(C(c2ccc([N+](=O)[O-])cc2)c2c(C)n(C)n(-c3ccccc3)c2=O)c(=O)n(-c2ccccc2)n1C,5,5,i,24,0.37,-0.2,0.75,-0.51,1%,4.1*,1361*,i,-6%,-0.8,1279,2.7,1.1,5.7
CCOc1ccc(S(=O)(=O)Nc2nc3ccc(OC)cc3s2)cc1,-8,2,i,-7,0.46,-0.16,0.38,1.4,2%,nt,nt,i,-2%,-2.1,1177,1.7,1.3,8.9
CCOc1ccc(OCC(=O)Nc2ccc(S(N)(=O)=O)cc2)cc1,-2,-14,i,3,-1.7,-0.29,-0.99,1.8,-22%,0.73,1220,i,-20%,-1.9,1116,0.6,1.3,3.7
CCCN1C(=O)/C(=C/c2ccc(OCC(=O)OCC)cc2)NC1=S,7,14,i,-7,-0.14,-0.23,0.7,-1.5,0%,nt,nt,i,3%,-0.9,457,3.2,2.1,8.2
CCSc1nc2c(c(=O)[nH]c(=O)n2C)n1Cc1ccc(Cl)cc1,5,5,i,3,-0.094,0.21,0.28,-0.72,-9%,-1.1,1112,i,-7%,-1.2,955,1.1,1.3,14
COc1ccc(/C=C2/SC(=O)N(CCC(=O)Nc3ccc(S(=O)(=O)Nc4nccs4)cc3)C2=O)cc1,11,-3,i,0,-0.75,-0.19,-0.16,0.017,10%,0.05,1550,i,7%,4.3,1050,5.8,2.9,8.0
CN1CCN(CC(=O)Nc2ccc(OCc3ccccc3)cc2)CC1,-1,-3,i,-4,-0.39,-0.21,-0.12,0.084,-1%,nt,nt,nt,-5%,nt,nt,1.8,2.2,7.9
CCOc1ccc2nc(NC(=O)/C=C/c3ccc4c(c3)OCO4)sc2c1,-5,-7,i,6,1.2,-0.25,0.67,-0.49,3%,0.1,1274,i,9%,-0.4,883,4.3,2.2,4.1
C=C(C)C1CC=C(C)/C(=N/NC(=O)C2CC2c2ccccc2)C1 (stereo unspecified),-14,27,i,-4,0.039,-0.24,0.19,0.068,-7%,-0.03,1180,i,10%,-1.0,1058,1.6,3.6,4.9
O=C(C1CCCO1)N1CCN(C(=S)Nc2ccc(F)c(Cl)c2)CC1 (stereo unspecified),-15,-7,i,-5,-1.5,-0.24,-0.47,1.7,2%,nt,nt,i,2%,4.1,835,1.7,1.4,7.1
O=C(CN1CCCCCC1)Nc1cccc(Br)c1,2,15,i,-1,-1.2,-0.29,-0.4,0.97,-3%,-0.29,1373,i,-7%,-3.2,1437,2.8,1.6,8.2
CCC(C)c1c(O)nc(SCC(=O)N2CCOCC2)[nH]c1=O (stereo unspecified),4,3,i,5,-0.58,-0.23,-0.14,1.2,8%,0.1,959,i,10%,-0.9,1157,2.5,1.3,3.8
COc1ccccc1Nc1nc(Cl)nc(NC(C)(C)C)n1,42,32,i,-2,-0.13,-0.4,0.49,-0.41,0%,-1.3,1241,i,-1%,3.5,1136,2.6,2.4,6.6
C#CC[N+]1(CC#Cc2ccccc2)CCCCC1,-2,-6,i,1,-0.22,-0.23,-0.016,0.3,-13%,0.09,1218,i,3%,nt,nt,1.9,2.5,5.9
N#Cc1c(NC(=O)c2ccc(Br)o2)n(-c2ccccc2)c2nc3ccccc3nc12,nt,nt,nt,nt,0.76,0.016,1,-1.5,nt,-0.04,1054,i,nt,-0.4,1302,nt,nt,nt
Oc1ccc(N2CCN(C(c3ccncc3)c3nnnn3C3CCCC3)CC2)cc1 (stereo unspecified),-1,-5,i,1,-0.49,-0.19,-0.83,0.94,29%,-0.38,1810,i,29%,-1.2,1139,4.0,2.0,3.5
CCN1CCN(CC(=O)N2N=C(c3ccc(OC)cc3)CC2c2ccc(OC)cc2)C(=O)C1=O (stereo unspecified),2,-1,i,22,0.38,-0.28,0.32,-0.05,-2%,-0.45,1306,i,-4%,-0.3,1067,1.2,1.7,5.8

Reformatted field by field: part of the list above
CN1CCN(CC(=O)Nc2ccc(OCc3ccccc3)cc2)CC1
  WT yeast gro inh: -1
  WT yeast gro inh mutant strain: -3
  Autophagy HCS: i
  Autophagy HCS cell loss 18 h: -4
  Dynein cargo inh: -0.39
  Dynein cargo inh cytoplasmic EGFP: -0.21
  Dynein cargo inh nuclear GR-EGFP: -0.12
  Dynein cargo inh cell count: 0.084
  PMI inhibitors: -1%
  Ins promoter up: nt
  Ins promoter up cell count: nt
  Yfh1-off respiration: nt
  PMI inhibition: -5%
  bCat nuc transl: nt
  bCat nuc transl cell count 5 µM: nt
  MT stabilizer: 1.8
  MT stabilizer Hoechst-high %: 2.2
  MT stabilizer cytotoxicity %: 7.9
CCOc1ccc2nc(NC(=O)/C=C/c3ccc4c(c3)OCO4)sc2c1
  WT yeast gro inh: -5
  WT yeast gro inh mutant strain: -7
  Autophagy HCS: i
  Autophagy HCS cell loss 18 h: 6
  Dynein cargo inh: 1.2
  Dynein cargo inh cytoplasmic EGFP: -0.25
  Dynein cargo inh nuclear GR-EGFP: 0.67
  Dynein cargo inh cell count: -0.49
  PMI inhibitors: 3%
  Ins promoter up: 0.1
  Ins promoter up cell count: 1274
  Yfh1-off respiration: i
  PMI inhibition: 9%
  bCat nuc transl: -0.4
  bCat nuc transl cell count 5 µM: 883
  MT stabilizer: 4.3
  MT stabilizer Hoechst-high %: 2.2
  MT stabilizer cytotoxicity %: 4.1

(further entries)
structure,WT yeast gro inh,WT yeast gro inh mutant strain,Autophagy HCS,Autophagy HCS cell loss 18 h,Dynein cargo inh,Dynein cargo inh cytoplasmic EGFP,Dynein cargo inh nuclear GR-EGFP,Dynein cargo inh cell count,PMI inhibitors,Ins promoter up,Ins promoter up cell count,Yfh1-off respiration,PMI inhibition,bCat nuc transl,bCat nuc transl cell count 5 µM,MT stabilizer,MT stabilizer Hoechst-high %,MT stabilizer cytotoxicity %
CCOC(=O)N1CCC(N2CCCC(C(=O)c3cc(F)ccc3OC)C2)CC1 (stereo unspecified),-8,8,i,-4,-0.46,-0.17,-0.24,0.35,14%,0.69,1499,i,8%,2.8,1046,4.7,1.4,4.9
CCOC(=O)CNC(=O)N1CCCC(CNS(=O)(=O)c2cccs2)C1 (stereo unspecified),-7,-13,i,-11,-0.37,-0.34,-0.11,0.57,10%,-0.24,1398,i,5%,-0.2,1060,2.8,1.8,7.6
CCC(C)NCCOc1ccc(C)cc1[N+](=O)[O-] (stereo unspecified),-4,5,i,19,0.28,-0.27,0.052,-0.15,3%,0.34,1527,i,-8%,0.1,1046,3.4,0.9,3.8
CN1CCN(S(=O)(=O)c2ccc(NC(=O)c3cccc(S(=O)(=O)N4CCCC4)c3)cc2)CC1,-6,-4,i,17,-0.36,-0.31,0.21,-1.2,3%,0.56,1180,i,6%,-4.1,979,3.9,1.8,11
O=C(Cc1c(C(=O)O)[nH]c2ccccc12)Nc1ccc2c(c1)OCO2,5,-4,i,8,-0.033,-0.0024,0.66,-0.26,10%,1.2,1364,i,20%,-1.2,1410,2.3,4.1,9.7
O=C(O)/C=C/c1ccc2ccccc2n1,-32,-9,i,2,-0.44,-0.27,-0.67,0.93,-1%,1.3,1161,i,2%,2.2,1177,3.8,2.0,8.2
Cc1ccc(N(CC(=O)NCCc2ccccc2)S(=O)(=O)c2c(C)noc2C)cc1,19,14,i,2,-0.53,-0.42,-0.29,0.034,-7%,-0.01,882,i,-9%,1.2,1098,3.3,1.5,5.1
COc1ccc2nc(N=NC3=C(O)CC(C)(C)CC3=O)sc2c1,38,28,i,-1,-0.68,-0.22,-0.24,-0.0029,-24%,-0.1,1143,i,-23%,0.1,1056,2.3,3.9,4.2

Taken from above:
MT stabilizer Hoechst-high % with CCC(C)NCCOc1ccc(C)cc1[N+](=O)[O-] (stereo unspecified) → 0.9
PMI inhibition with O=C(Cc1c(C(=O)O)[nH]c2ccccc12)Nc1ccc2c(c1)OCO2 → 20%
Autophagy HCS cell loss 18 h with CCOC(=O)CNC(=O)N1CCCC(CNS(=O)(=O)c2cccs2)C1 (stereo unspecified) → -11
Ins promoter up cell count with O=C(O)/C=C/c1ccc2ccccc2n1 → 1161

Screening data (PubChem BioAssay)
